From PubChem
Jurkat NFkB inh = lowers PMA/ionomycin-induced NF-kB signal in Jurkat cells. inhibition, % at 4 µM. PMA/ionomycin-induced NF-kB luciferase reporter, luminescence. hit rate 0.53% among 330,000
697 NFkB inh = lowers PMA/ionomycin-induced NF-kB signal in 697 B cells. inhibition, % at 4 µM. hit rate 0.33% among 330,000. 697 B-cell NF-kB luciferase reporter, 16 h; in the data active = inhibition above about 35%
Apaf1 inhib = blocks human Apaf-1 apoptosome activity; O14727; reconstituted apoptosome caspase-3 activity, DEVD-Rh110 fluorescence; inhibition, % at 20 µM; hit rate 0.71% among 330,000; active = inhibition of at least 40% at 20 µM;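 also: plate controls were DMSO wells for no effect and DEVD-CHO caspase inhibitor wells for full effect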
Target sequence (O14727 whole entry, looked up): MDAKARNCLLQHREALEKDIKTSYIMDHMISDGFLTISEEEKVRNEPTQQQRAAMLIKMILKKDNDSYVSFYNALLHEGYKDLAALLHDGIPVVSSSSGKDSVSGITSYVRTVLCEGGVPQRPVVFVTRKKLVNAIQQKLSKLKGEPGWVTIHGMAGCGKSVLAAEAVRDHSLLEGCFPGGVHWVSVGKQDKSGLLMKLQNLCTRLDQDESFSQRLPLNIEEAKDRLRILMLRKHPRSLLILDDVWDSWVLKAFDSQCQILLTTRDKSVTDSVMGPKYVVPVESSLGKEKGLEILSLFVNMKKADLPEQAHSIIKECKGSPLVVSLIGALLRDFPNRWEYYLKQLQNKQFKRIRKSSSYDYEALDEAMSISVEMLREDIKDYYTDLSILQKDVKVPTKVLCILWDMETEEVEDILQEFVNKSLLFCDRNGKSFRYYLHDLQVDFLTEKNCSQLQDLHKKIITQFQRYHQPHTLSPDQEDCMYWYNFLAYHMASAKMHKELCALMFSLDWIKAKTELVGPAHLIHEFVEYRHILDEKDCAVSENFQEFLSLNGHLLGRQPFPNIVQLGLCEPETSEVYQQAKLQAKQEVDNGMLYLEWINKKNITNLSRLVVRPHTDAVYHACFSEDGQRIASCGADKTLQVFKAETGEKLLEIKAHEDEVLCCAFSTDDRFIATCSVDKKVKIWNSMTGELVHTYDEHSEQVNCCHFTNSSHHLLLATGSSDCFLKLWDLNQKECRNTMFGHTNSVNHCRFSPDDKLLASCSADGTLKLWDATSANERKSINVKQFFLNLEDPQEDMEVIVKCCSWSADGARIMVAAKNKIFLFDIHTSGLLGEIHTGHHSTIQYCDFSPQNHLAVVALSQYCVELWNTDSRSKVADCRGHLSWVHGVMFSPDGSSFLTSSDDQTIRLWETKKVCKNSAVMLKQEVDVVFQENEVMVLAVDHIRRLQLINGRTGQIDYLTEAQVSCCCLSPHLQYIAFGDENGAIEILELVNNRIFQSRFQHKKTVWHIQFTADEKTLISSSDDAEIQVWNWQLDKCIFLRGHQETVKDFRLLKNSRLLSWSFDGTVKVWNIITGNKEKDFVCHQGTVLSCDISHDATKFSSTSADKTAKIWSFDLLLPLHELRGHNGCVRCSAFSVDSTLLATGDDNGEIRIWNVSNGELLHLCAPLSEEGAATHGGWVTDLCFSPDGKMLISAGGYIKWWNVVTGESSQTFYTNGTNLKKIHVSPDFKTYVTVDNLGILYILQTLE
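detection = Rh110 fluorescence intensity | test system = biochemical Apaf-1 apoptosome reconstitution | also added = cytochrome c and DEVD-Rh110 substrate | schedule = 30 min plus 50 min, RT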
HKDC1 inh = inhibitors of human hexokinase HKDC1. hit rate 0.16% among 340,000. Q2TB90. recombinant HKDC1, G6PDH/diaphorase resazurin coupled fluorescence. inhibition, % at 20 µM. AID 493160;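 active = inhibition above about 35% when tested at 20 µM, limit read from the data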;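 also: plate controls were DMSO wells with enzyme for no effect and DMSO wells lacking enzyme for full effect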
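System: Recombinant HKDC1 hexokinase | Amount: HKDC1 at 5 µg/mL | Reagent: Glucose with 1 mM ATP | Doses: Single 20 µM dose | Incubation: Reaction time 90 min, room temperature, protected from light | Signal: Coupled resazurin fluorescence, excitation 525 nm, emission 613 nm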
SENP8 inh = SENP8 protease inhibition; purified SENP8, Z-RLRGG-aminoluciferin cleavage, luminescence; hit rate 1.2% among 330,000; inhibition, % at 10 µM; Q96LD8
Gli-Sufu block = antagonists of Gli-Sufu signaling | Sufu-KO-LIGHT fibroblasts, Gli luciferase reporter luminescence | inhibition, % at 5 µM | hit rate 0.74% among 340,000;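 active = inhibition above about 55%, limit read from the data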;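 also: 0% = DMSO-treated cells and 100% = wells with medium but no cells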
SENP7 block = blocks the human protease SENP7 | Q9BQF6 | recombinant SENP7, Z-RLRGG-aminoluciferin luminescence, 40 min | inhibition, % at 5 µM | hit rate 1.5% among 330,000 | AID 434973;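 active = inhibition above about 50% at the single test dose, limit read from the data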;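 also: plate controls were DMSO with enzyme for no effect and no enzyme buffer wells for full effect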
UBC13 inh = human UBC13 polyubiquitination inhibition; hit rate 0.47% among 330,000; inhibition, % at 20 µM; UBC13 polyubiquitin chain formation, TR-FRET; in the data active = inhibition above about 45%, passing the limit was not always enough
The depositor's hits bear a star; · = no result given. Rule as the data show it, unless noted: active = inhibition above about 50%; inactive = the rest. Rows were taken by chance; 3.6% or so of the library scored in one or more.

Fields: HKDC1 inh, SENP7 block, Apaf1 inhib, Jurkat NFkB inh, SENP8 inh, UBC13 inh, Gli-Sufu block, 697 NFkB inh
CCOC(=O)CCNC(=O)N1CCCC(C(=O)c2cccc(OC(C)C)c2)C1 (configuration not stated)
    1.8, -10.9, -13.6, 2.0, 1.5, 24.4, 18.1, 4.1
CCN1CCN(Cc2ccc(NC(=O)c3ccc(C)c(NC(=O)c4cccc(-c5cn[nH]c(=O)c5)c4)c3)cc2C(F)(F)F)CC1
    6.2, 2.0, 19.3, -20.5, -0.1, 42.7, 15.7, -24.4
Cn1c(COc2ccccc2)nnc1SCCC(=O)Nc1ccccc1
    -4.3, 6.7, -1.8, -4.7, -7.5, 7.8, -8.3, 9.2
Cc1ccc(N(C)C(=O)N2CCN(S(=O)(=O)c3ccc(C)cc3)CC2)cc1
    -0.7, 8.8, 5.1, 6.7, -7.2, 7.8, -0.4, -1.0
CCn1nc(C)cc1C(=O)N1CCCC(C(=O)c2cccc(OC)c2)C1 (configuration not stated)
    -6.1, 1.9, -10.2, -1.2, 4.9, 10.7, 25.1, 7.3
O=C(NCC(=O)N1CCN(c2ncccn2)CC1)c1ccccc1F
    4.4, -4.7, -8.9, 12.4, -2.6, 7.0, -16.6, -5.6
COc1ccc(Cc2nc(-c3cccs3)no2)cc1OC
    -2.4, -4.3, 5.1, 9.1, 2.0, -7.0, -18.2, -20.0
O=C1CC(N2CCN(c3ccc(F)cc3)CC2)C(=O)N1Cc1cccs1 (configuration not stated)
    0.1, 1.3, -7.4, 2.3, 1.6, 5.7, -6.7, 7.8
CC(C)Cc1nnc(NC(=O)CCC(=O)N2CC(C)CC(C)C2)s1 (configuration not stated)
    -6.6, 3.1, 11.2, 3.5, -3.8, -1.1, 4.4, -12.7
Cc1cc(NC(=O)CSc2nncn2-c2ccccc2)no1
    -11.9, 5.7, -3.4, 7.4, 5.7, 1.5, 0.4, 11.6
COc1ccc(-c2c(-c3ccsc3)oc3ccc(N4CCOCC4)cc23)cn1
    8.0, 0.5, 24.0, 7.4, -5.4, 10.0, 1.8, -1.5
CCN(CC(=O)Nc1ccc2c(c1)OCCO2)C(=O)C1CC(=O)N(c2ccc(OC)cc2OC)C1 (configuration not stated)
    -8.1, 1.3, 28.5, -0.3, -6.1, 30.3, -3.4, 17.1
COc1cccc(C2CC(c3cccs3)=NN2S(C)(=O)=O)c1OC (configuration not stated)
    10.0, -2.9, 4.0, -8.6, -0.4, -4.8, 2.9, 4.1
O=C(Nc1cnc2ccccc2c1)c1ccncc1
    -1.1, 31.0, 1.6, -71.0, 29.9, 3.5, ·, -90.4
CC(=O)c1ccc(NC(=O)CSc2nnc(NC(=O)c3ccco3)s2)cc1
    -3.6, 46.7, -7.8, 2.5, 54.8*, 0.8, -10.7, -1.3
Cc1c(C(=O)Nc2nc(-c3ccccn3)cs2)oc2ccccc12
    -6.4, 3.3, 5.1, -1.3, -2.1, -36.6, -13.9, 0.6
COc1ccc(N2CCN(c3nc4c(C)cccn4c(=O)c3C=C(C#N)C#N)CC2)cc1
    0.5, 3.5, 20.9, 12.0, 2.6, -9.9, 16.7, 4.6
CCc1cc(Cn2nc(-c3ccccc3)cc2C(=O)NCCOC)on1
    -6.0, 11.5, 4.8, 0.0, -12.0, -5.4, 7.7, 5.0
CCN(CC(=O)Nc1ccc(OC)cc1)C(=O)CSCC(=O)Nc1ccc(C)cc1
    -3.7, 0.2, 14.0, -6.5, 1.5, -8.1, -13.7, -11.2
COc1ccc(SC[C@H](Cc2ccccc2)N2CC[C@@H](C)CCC2=O)cc1
    6.2, 1.6, 20.2, 9.3, -6.3, 7.7, 9.0, 13.5
O=S(=O)(c1ccc(-c2n[nH]c(=S)o2)cc1)N1CCCC1
    -1.4, -10.1, -2.9, -1.8, -2.7, 2.4, 13.1, 9.3
COc1cc(C(=O)N/N=C/c2sc(N3CCOCC3)nc2-c2ccccc2)cc(OC)c1OC
    -8.2, -3.4, 2.1, 12.0, 3.6, 10.3, 0.5, 33.4
COc1cc2nc(CN(C)Cc3ccc(F)cc3)[nH]c(=O)c2cc1OC
    -5.5, -7.3, 4.5, -30.8, -5.2, -14.1, 8.5, -70.4
Cc1cc(C)c(S(=O)(=O)NCC(=O)NCc2ccco2)c(C)c1
    -7.5, 7.7, 5.3, -7.9, 6.2, -4.4, 0.9, -0.6
Cc1onc(-c2c(Cl)cccc2Cl)c1C(=O)NCCN1CCOCC1
    -10.5, -8.2, -12.2, 2.4, -4.9, -7.2, 4.4, 2.1
COc1cccc(NC(=O)CN(C)C(=O)CN2C(=O)NC(C)(c3ccc(C)cc3)C2=O)c1 (configuration not stated)
    -4.5, -4.5, 8.5, 8.7, -4.4, -10.7, -9.2, -10.7
CCCN1CCN(CCCNC(=O)CCCn2nc(C)c3sc4ccccc4c3c2=O)CC1
    -4.9, -1.1, 9.4, -9.9, -7.9, 10.5, 0.3, 1.0
O=C(NCCc1nc2ccccc2[nH]1)c1ccc(Br)o1
    -2.5, -0.9, -0.3, 2.2, -8.2, -5.3, 5.3, 5.4
Cc1cc(N2CCCC2=O)cc(C)c1S(=O)(=O)NCCOc1ccccc1
    -11.3, 0.9, -21.5, -2.1, 3.0, 9.3, 5.4, 2.5
Cc1cccc(-c2ccc(NC(=O)C3CCN(CC4CC4)CC3)cc2)c1
    -4.2, 5.0, 19.9, -0.2, -7.5, 24.0, 30.3, -0.3
COc1ccccc1C(=O)NCC(=O)OCC(=O)c1ccc2c(c1)-c1ccccc1C2
    -1.5, 0.8, 8.4, 5.0, -5.0, 5.6, -7.4, -4.7
CCOC(=O)C1CCCN(C(=O)C(=O)c2cn(CC(=O)N3CCOCC3)c3ccccc23)C1 (configuration not stated)
    -3.3, 6.7, -2.9, 6.4, 1.8, -6.0, 7.5, 5.7
NC(=O)CSc1nc2ccccc2n1Cc1ccccc1
    -6.8, 8.2, 11.8, -9.8, -1.3, -6.4, -7.6, -40.7
CCOC(=O)C1CCN(S(=O)(=O)c2cccc(-c3csc(C)n3)c2)CC1
    -6.0, -6.1, 14.1, 12.7, -1.6, -0.3, -0.4, 12.0
CCOC(=O)C1=C(CSc2nccn2C)NC(=O)NC1c1cc(C)ccc1C (configuration not stated)
    -3.3, 3.4, -4.1, 9.2, -6.3, 9.6, 26.1, 11.0
O=C(CNc1ccc2ccccc2c1)N/N=C/c1ccc(C(=O)O)cc1
    8.6, -0.5, -5.8, -3.0, 2.7, 1.3, -6.6, 4.7
O=C(c1ccco1)N1CCN(C2CC(=O)N(c3ccc(C(F)(F)F)cc3)C2=O)CC1 (configuration not stated)
    -1.1, -12.2, -6.8, -13.6, -19.7, -3.7, 10.1, -14.8
COc1ccc(/C=C2\SC(=S)N(C(Cc3ccccc3)C(=O)O)C2=O)cc1 (configuration not stated)
    -2.4, -2.1, 2.1, -5.7, -3.8, -6.4, 3.9, -1.3
O=C(COc1ccc(S(=O)(=O)N2CCCC2)cc1)N1CCCCC1
    -5.3, 8.0, 7.6, -0.6, -12.6, 1.8, -11.7, 17.2
Cc1ccc(OCCSCc2nnc(NC(=O)Nc3cccc(Cl)c3)s2)cc1
    -7.0, 2.7, 10.4, 27.7, -6.7, 1.0, 15.1, -18.6
COc1ccc(C(=O)NC(=S)NNC(=O)c2ccco2)cc1
    -5.3, 6.4, 3.7, 4.6, 13.8, -9.0, 15.2, -15.8
C(=N\N(c1ccccc1)c1ccccc1)/c1ccc(N2CCOCC2)s1
    -5.4, 3.8, 11.8, 0.8, 0.2, -3.2, 4.8, -9.3
O=C(Nc1ccc(Br)cc1)C1C2C=CC3(O2)C1C(=O)N(CCN1CCCCC1)C3C(=O)NC1CCCCC1 (configuration not stated)
    -5.7, -6.1, 10.6, -13.3, -6.3, 7.1, 12.7, 3.5
C=CCN(C(=O)CCC(=O)Nc1cc(C)on1)C(C(=O)NC1CCCC1)c1ccc(C)cc1 (configuration not stated)
    -8.8, 7.8, 10.1, -9.4, 3.6, -1.9, -4.1, 4.9
COc1cc(/C=N/NC(=O)c2ccncc2)ccc1OC(C)=O
    -6.1, -7.3, -0.9, 4.5, -4.5, 1.2, 58.4*, 4.2
CC12CC3CC(C1)CC(C(=O)NNC(=O)c1ccncc1)(C3)C2
    -6.3, 7.4, -1.1, 6.8, -11.4, -16.9, 0.5, 7.6
Cc1cc(C)n(-c2ccc(C(=O)Nc3ccc4c(c3)OCCO4)cc2)n1
    1.6, 3.6, 2.3, -22.0, -1.4, -0.6, 6.1, -11.8
CC(=O)Nc1ccc(NC(=O)C2CCC(N3C(=O)C4C5C=CC(C6CC56)C4C3=O)CC2)cc1 (configuration not stated)
    -7.1, 2.6, 10.8, 0.9, -4.0, -8.1, -0.9, -0.6
COCCN(Cc1ccccc1)C(=O)c1cc(-c2ccc(OC)c(OC)c2)nc2ccccc12
    3.1, -12.2, 20.2, 3.4, -10.2, 7.0, 2.4, 1.3
CCOC(=O)N1CCN(CC(=O)N2CCC(C(N)=O)CC2)CC1
    0.6, -3.9, -13.2, -1.3, -2.3, -3.1, 0.6, 4.8
CC1CCCN(C(=O)c2nn(C)c3c2CSc2ccccc2-3)C1 (configuration not stated)
    -2.6, -1.9, 5.3, -6.0, -3.8, 7.0, -11.6, 17.6
CCOc1ccccc1NC(=O)C1CCCN(C(=O)Nc2ccccc2)C1 (configuration not stated)
    -2.9, 7.3, 11.1, 2.9, 0.5, -1.2, 4.7, 3.8
C=CC(C)n1c(Br)nc2c1c(=O)[nH]c(=O)n2C (configuration not stated)
    -3.8, 1.9, -14.8, 13.9, 4.7, 7.2, 18.5, 12.1
CCOC(=O)C1CCN(C(=O)c2ccc(OC3CCN(C(=O)COC)CC3)cc2)CC1
    -2.9, -13.1, 6.9, -16.4, -1.7, -13.3, -15.9, -1.6
COCC(=O)N1CCC(Oc2ccc(C(=O)NCCc3ncccc3C)cc2)CC1
    0.2, 11.3, 3.0, 6.5, 5.9, -3.1, 36.0, -4.0
CC(NC(=O)C1CCN(S(=O)(=O)c2ccccc2)CC1)c1ccccc1 (configuration not stated)
    0.3, -5.4, -10.3, 0.0, 0.8, 3.9, 2.9, 6.0
COc1cc(/C=C/C(=O)OCC(=O)Nc2ccc(NC(C)=O)cc2)cc(S(=O)(=O)N2CCc3ccccc32)c1OC
    1.3, -0.4, -12.3, -8.0, -3.6, -0.7, 5.2, -11.5
C=CCN1CCN(C(=O)CSc2ccccc2)CC1
    -1.6, 2.1, -7.0, -13.5, -3.6, -2.4, -24.1, -2.6

Some of these compounds in order of molecular weight, lowest first.
Fields: HKDC1 inh, SENP7 block, Apaf1 inhib, Jurkat NFkB inh, SENP8 inh, UBC13 inh, Gli-Sufu block, 697 NFkB inh
C=CC(C)n1c(Br)nc2c1c(=O)[nH]c(=O)n2C (configuration not stated)
    -3.8, 1.9, -14.8, 13.9, 4.7, 7.2, 18.5, 12.1
COc1ccc(C(=O)NC(=S)NNC(=O)c2ccco2)cc1
    -5.3, 6.4, 3.7, 4.6, 13.8, -9.0, 15.2, -15.8
CCOC(=O)N1CCN(CC(=O)N2CCC(C(N)=O)CC2)CC1
    0.6, -3.9, -13.2, -1.3, -2.3, -3.1, 0.6, 4.8
